H9c2 TAG inh: inhibitors of triacylglycerol accumulation, primary screen, cell-based, uHTS, fluorescence, H9c2 | 0.66% of 230,000 active | inhibition, % at 12.5 µM | H9c2 cells, Nile Red lipid (TAG) fluorescence; cells loaded with 200 µM oleic acid;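 active = pattern-corrected inhibition of lipid staining of at least 50% with the nuclear-stain viability signal not falling by more than 50%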;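 note: 0% = DMSO wells and 100% = triacsin C control wells; some results filed as inactive read as strong as hits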
H9c2 TAG inh DAPI viability: second read-out of H9c2 TAG inh, no call of its own (marks repeat the call); DAPI nuclei signal change (viability), lower = more cytotoxic, %;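 whole-well DAPI fluorescence read on a plate reader as a viability signal; minus 50 percent equals half of cells still viable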
Active calls of the source: *. These rows are one share of the data (hit frequency here may not be typical).

canonical_smiles | H9c2 TAG inh | H9c2 TAG inh DAPI viability
O=C(c1cccc(C(=O)N2CCN(c3ccccc3F)CC2)n1)N1CCN(c2ccccc2F)CC1 | 19.1 | -1.6
S=C(NC1CCCC1)N1CCN(c2ncccn2)CC1 | 2.2 | -2.3
CCOc1ccc2nc(SCC(=O)N3CCN(C(=O)c4ccco4)CC3)sc2c1 | 2.7 | 0.2
CCN(CC)C(=O)Cn1c(C)c(/C=C/c2cc[n+](C)cc2)c2ccccc21 | -8.6 | -3.8
CN(C)S(=O)(=O)c1cccc(C(=O)N2CCN(C(=O)C3CCCO3)CC2)c1 (configuration not stated) | -4.0 | -1.2
CC(C)OC(=O)CSc1nnc2c3ccccc3n(C)c2n1 | 1.2 | -1.6
CN1C(=O)NC(c2ccc(O)cc2)C2=C1CN(c1ccc(O)cc1)C2=O (configuration not stated) | 8.1 | -12.8
Cc1onc(-c2ccccc2)c1C(=O)Nc1nc2c(s1)CCCC2 | 5.0 | -0.5
Cc1cc(NS(=O)(=O)c2cn(C)nc2C)no1 | 6.2 | 3.5
Cc1cc(C)cc(N(CC(=O)NCCSCc2ccco2)S(C)(=O)=O)c1 | -9.1 | 5.6
Clc1ccc(-c2c[n+]3c(n2-c2ccccc2)SCC3)cc1 | -10.4 | -12.1
CC(OC(=O)c1ccco1)C(=O)Nc1ccc(C(F)(F)F)cc1 (configuration not stated) | -4.6 | -2.0
Cc1nc2cc(-c3ccc(Cl)cc3)nn2c(NCCN(C)C)c1C | 44.6 | 40.1
CC(=O)N1CCN(c2ccccc2NC(=O)COc2ccccc2C)CC1 | -5.8 | 6.7
COc1cc(-c2noc(C)c2C#Cc2ccccn2)cc(OC)c1OC | 69.7* | -34.5*
CC(C)OC(=O)NCCOC(=O)Nc1ccccc1Cl | -36.8 | -6.0
CCOc1ccc(NC(=O)c2sc(NC(C)=O)c(C(=O)OC)c2C)cc1 | -9.4 | 7.5
COc1ccccc1N1CCN(S(=O)(=O)c2ccc([N+](=O)[O-])cc2)CC1 | 2.7 | 8.4
O=C(CSc1nc2ccccc2o1)N1CCN(C(=O)c2ccco2)CC1 | -3.5 | 5.5
Cn1c(C(=O)NCC2CCCO2)cc2oc3ccccc3c21 (configuration not stated) | 4.9 | -3.1

A run of entries from further up, as a working copy:
canonical_smiles | H9c2 TAG inh | H9c2 TAG inh DAPI viability
O=C(c1cccc(C(=O)N2CCN(c3ccccc3F)CC2)n1)N1CCN(c2ccccc2F)CC1 | 19.1 | -1.6
S=C(NC1CCCC1)N1CCN(c2ncccn2)CC1 | 2.2 | -2.3
CCOc1ccc2nc(SCC(=O)N3CCN(C(=O)c4ccco4)CC3)sc2c1 | 2.7 | 0.2
CCN(CC)C(=O)Cn1c(C)c(/C=C/c2cc[n+](C)cc2)c2ccccc21 | -8.6 | -3.8
CN(C)S(=O)(=O)c1cccc(C(=O)N2CCN(C(=O)C3CCCO3)CC2)c1 (configuration not stated) | -4.0 | -1.2
CC(C)OC(=O)CSc1nnc2c3ccccc3n(C)c2n1 | 1.2 | -1.6
CN1C(=O)NC(c2ccc(O)cc2)C2=C1CN(c1ccc(O)cc1)C2=O (configuration not stated) | 8.1 | -12.8
Cc1onc(-c2ccccc2)c1C(=O)Nc1nc2c(s1)CCCC2 | 5.0 | -0.5
Cc1cc(NS(=O)(=O)c2cn(C)nc2C)no1 | 6.2 | 3.5
Cc1cc(C)cc(N(CC(=O)NCCSCc2ccco2)S(C)(=O)=O)c1 | -9.1 | 5.6
Clc1ccc(-c2c[n+]3c(n2-c2ccccc2)SCC3)cc1 | -10.4 | -12.1
CC(OC(=O)c1ccco1)C(=O)Nc1ccc(C(F)(F)F)cc1 (configuration not stated) | -4.6 | -2.0
Cc1nc2cc(-c3ccc(Cl)cc3)nn2c(NCCN(C)C)c1C | 44.6 | 40.1
CC(=O)N1CCN(c2ccccc2NC(=O)COc2ccccc2C)CC1 | -5.8 | 6.7
COc1cc(-c2noc(C)c2C#Cc2ccccn2)cc(OC)c1OC | 69.7* | -34.5*
CC(C)OC(=O)NCCOC(=O)Nc1ccccc1Cl | -36.8 | -6.0
CCOc1ccc(NC(=O)c2sc(NC(C)=O)c(C(=O)OC)c2C)cc1 | -9.4 | 7.5
COc1ccccc1N1CCN(S(=O)(=O)c2ccc([N+](=O)[O-])cc2)CC1 | 2.7 | 8.4
O=C(CSc1nc2ccccc2o1)N1CCN(C(=O)c2ccco2)CC1 | -3.5 | 5.5
Cn1c(C(=O)NCC2CCCO2)cc2oc3ccccc3c21 (configuration not stated) | 4.9 | -3.1

Rewritten field by field: part of the list above.
CCOc1ccc2nc(SCC(=O)N3CCN(C(=O)c4ccco4)CC3)sc2c1
  H9c2 TAG inh: 2.7
  H9c2 TAG inh DAPI viability: 0.2

CCN(CC)C(=O)Cn1c(C)c(/C=C/c2cc[n+](C)cc2)c2ccccc21
  H9c2 TAG inh: -8.6
  H9c2 TAG inh DAPI viability: -3.8

Later entries:
canonical_smiles | H9c2 TAG inh | H9c2 TAG inh DAPI viability
Cc1ccc2c(C)cc(=S)[nH]c2c1 | 14.6 | -1.0
CC(=O)OC[C@H]1O[C@@H](Oc2cc3ccc(=O)oc3cc2OC(C)=O)[C@H](OC(C)=O)[C@@H](OC(C)=O)[C@@H]1OC(C)=O | -13.6 | 15.1
C=CCOc1c(Br)cc(CNn2cn[nH]c2=S)cc1OC | 7.0 | 2.7
C=CCC1NCCc2c(Br)cccc21 (configuration not stated) | -4.1 | -4.8
COc1ccc(NC(=O)CSc2nnc(-c3ccccc3)n2Cc2ccco2)c(OC)c1 | -3.3 | 5.3
CCOC(=O)Cc1nnc(NC(=O)c2cccc(OCC)c2)s1 | 13.6 | -14.1
Cc1cc(C)c(C#N)c(SCC(=O)c2cc(C)n(CCc3ccccc3)c2C)n1 | 15.0 | -7.7
Cc1cccc(C)c1-n1c(SCC(=O)Nc2ccc(C(=O)O)cc2)nnc1-c1cccc(S(=O)(=O)N(C)C)c1 | -3.3 | -2.3
COc1cc([N+](=O)[O-])cc2cc(C(=O)NC(C)(C)C)c(=O)oc12 | -14.5 | 7.9
Cc1nc(C(=O)N2CCCC(N3CCN(c4ccccc4C)CC3)C2)cs1 (configuration not stated) | 3.3 | -7.1
CN(C)c1cc[n+](CC(=O)c2ccc(OC(F)F)cc2)cc1 | -15.0 | 13.3
CC(NC(=O)Cn1c(NCCO)nc2ccccc21)c1ccccc1 (configuration not stated) | 6.9 | -13.4
COc1ccc(N(CC(=O)N2CCC(C)CC2)S(=O)(=O)c2c(C)nn(C)c2C)cc1 | 9.5 | -2.7
S=c1[nH]nc(CN2CCCCC2)n1-c1ccc(Cl)cc1 | 14.4 | -2.4
COc1ccc(C(C)=O)cc1COc1cccc2cccnc12 | 10.0 | -3.6
CN(c1ccc(C(=O)O)cc1)S(=O)(=O)c1ccccc1 | 1.6 | -4.5
CCOC(=O)NC(=O)COC(=O)c1ccc(O)cc1 | 8.3 | -4.5
CCn1nc(C)c(Br)c1Nc1ccc(Br)cc1 | 8.5 | -0.5
COC(=O)c1cnc(N2CCCN(S(=O)(=O)c3ccccc3)CC2)nc1C(F)(F)F | -10.4 | -1.5
O=C(Nc1ccc(F)cc1)N(Cc1ccco1)Cc1cc2cc3c(cc2[nH]c1=O)OCO3 | -12.5 | 1.8
CCOc1ccc(N(CC(=O)NC2CCCCCC2)S(=O)(=O)c2c(C)[nH]c(=O)[nH]c2=O)cc1 | 2.4 | 7.6
O=C(CN1C(=O)C2CC=CCC2C1=O)Nc1ccc(S(=O)(=O)NC2=NCCCCC2)cc1 (configuration not stated) | 11.2 | -7.4
CC(=O)Oc1ccc2c(C)c(CC(C)O)c(=O)oc2c1 (configuration not stated) | -16.6 | 25.7
CC(C)(CC(=O)O)CC(=O)O | -14.6 | 0.7
Cc1ccc(-c2csc3nc4cc(C(=O)NC5CCC(O)CC5)ccc4c(=O)n23)cc1 (configuration not stated) | -12.4 | 4.4
CCN(C(=O)COC(=O)Cn1cnc2c1c(=O)n(C)c(=O)n2C)C1CCS(=O)(=O)C1 (configuration not stated) | -15.7 | -2.7
CC(Sc1nnc(-c2ccccc2F)o1)C(=O)Nc1ccc(N2CCOCC2)cc1 (configuration not stated) | -2.2 | -1.0
O=C(Oc1ccc(F)cc1)c1ccc2c(=O)n3c(nc2c1)CCC3 | -8.2 | 2.0
O=S(=O)(NC1=NCCCCC1)c1ccccc1Cl | -15.0 | 2.9
Cc1ccc(N=C2NC(=O)/C(=C/c3cccn3C)S2)c(C)c1 | 4.9 | -0.8
Cc1cc(NC(=O)c2ccccc2F)nc2c1c(=O)oc1ccccc12 | 8.9 | -9.5
O=C(CCN1C(=O)C2CC=CCC2C1=O)Nc1cccc(Cl)c1 (configuration not stated) | 1.7 | -7.2
COc1cccc(CC(=O)Nc2nc3c(s2)C(=O)CC(C)(C)C3)c1 | -20.4 | -3.9
C=CCN1C(=O)/C(=c2\sc3nc(=O)c(Cc4ccccc4Cl)nn3c2=O)c2ccccc21 | 6.5 | -1.5
CC(C)Oc1ccc2ccccc2c1CNC[C@H]1O[C@@H](n2ccc(N)nc2=O)[C@H](O)[C@@H]1O | 7.2 | 1.1
CCCOc1ccc(CNCCCOCC)cc1OC | -1.1 | 8.9
N/C(CSc1ccc(Cl)cc1)=N\S(=O)(=O)c1ccc(Cl)cc1 | -6.8 | 9.8
CSc1ccccc1NC(=O)CN(C)CC(=O)Nc1cccc(Br)c1 | -2.7 | -2.1
Cc1ccc(C)c(NC(NC(=O)c2ccccn2)C(Cl)(Cl)Cl)c1 (configuration not stated) | 3.9 | -5.7
Cc1nc(C)c(C(=O)C2=C(O)C(=O)N(CCN(C)C)C2c2ccco2)s1 (configuration not stated) | -8.4 | 13.1
COC(=O)c1cc(NC(=O)c2ccco2)ccc1N1CCOCC1 | 7.2 | -0.2
CCCCN1Cc2cc(C(=O)c3cc(OC)ccc3O)cnc2NC1=O | -0.1 | -1.7
COc1ccc(C2C(C(=O)Nc3ccccc3OC)=C(C)Nc3ncnn32)cc1 (configuration not stated) | -2.6 | -3.3
O=C(CSc1nc(=O)n2ccccc2n1)N1CCCCCC1 | -8.2 | 1.0
C=CCn1c(Cc2c(C)[nH]c3ccccc23)nnc1SCC(=O)NCc1ccc(F)cc1 | -2.8 | 2.9
Cc1ccc(S(=O)(=O)NC(=O)C2(C)CCN2C(=O)Cc2ccc(Cl)cc2Cl)nc1 (configuration not stated) | 10.0 | 1.3
N#Cc1ccc(COC(=O)C2CC(=O)N(CCc3ccccc3)C2)cc1 (configuration not stated) | -0.9 | -5.0
CCOC(=O)c1cc2occc2n1CC(=O)NCCOC | 5.4 | -21.8
CCOC(=O)C1=C(Nc2ccc(OC)cc2)OCC1=O | 0.6 | 0.3
O=C(COc1ccc2ccc(=O)oc2c1)NC1CCS(=O)(=O)C1 (configuration not stated) | 5.0 | -5.2
COc1ccc(OC)c(CN2CCN(c3ccccc3OC)CC2)c1 | -1.4 | 1.6
N=C(c1ccc([N+](=O)[O-])cc1)N1CCCCC1 | 5.5 | 8.9
CC(Sc1nnnn1-c1ccccc1)C(=O)Nc1ccc(Cl)cn1 (configuration not stated) | -14.1 | 6.7
Cc1onc(-c2ccccc2)c1C(=O)N/N=C/c1c(F)cccc1Cl | -12.6 | 3.4
Cc1cccc(N2CCN(C(=O)CCCOc3ccccc3)CC2)c1C | 15.7 | 3.6
COC(=O)c1cccc(Nc2ccc([N+](=O)[O-])cn2)c1 | -14.8 | -2.6
CN(C)/C=N/C1=C(C#N)C(c2cccs2)c2ccc3ccccc3c2O1 (configuration not stated) | 36.5 | -27.5
COc1ccc(/C=C/c2nc3sc4c(c3c(=O)o2)CCC4)cc1 | 1.2 | 1.8
O=C(NNC(=O)c1cccc2ccccc12)c1ccc(Cl)c(Cl)c1 | -10.4 | -1.2
COc1ccc(NC(=O)N/C=C/c2ccc(Cl)cc2)cc1 | 3.9 | -7.2

Following part:
canonical_smiles | H9c2 TAG inh | H9c2 TAG inh DAPI viability
CCc1nc2c(OCc3cccc(Cl)c3)cccn2c1N(C)C(=O)C(C)C | -0.3 | -8.7
Fc1ccccc1CSc1nc2ncccc2[nH]1 | 0.9 | -5.2
Cc1cc2c(=O)n(C)c(SCC(=O)Nc3ccccc3C)nc2s1 | -12.4 | 9.0
CCOc1ccccc1-n1nnnc1SCC(=O)NC(=O)Nc1ccc2c(c1)OCCO2 | -0.7 | 2.8
CCN(CC(=O)NCc1cccs1)C(=O)c1cccc(S(=O)(=O)NCc2ccccc2)c1 | -0.2 | 1.3
Clc1ccc(Cn2ncc3c(N4CCOCC4)ncnc32)cc1 | 9.2 | -2.2
O=C(COC(=O)c1cccc(-n2cnnn2)c1)c1ccc(F)c(F)c1 | -6.0 | 3.1
CCOc1ncccc1C(=O)OCC(=O)NCCc1ccc(S(N)(=O)=O)cc1 | 14.5 | -11.3
COc1ccc(-c2noc3c2-c2nc(-c4ccccc4)sc2CC3)cc1 | -10.1 | -2.5
CCOC(=O)CNC(=O)CSc1nc2cccnc2n1C1CCCCC1 | -9.2 | -3.2
NC(=O)Cn1cnc(-c2ccccc2)c1 | -2.2 | 3.2
O=C(CCNc1cccc(F)c1)c1cccc([N+](=O)[O-])c1 | -1.3 | -2.6
S=C(NCc1ccc2[nH]c3c(c2c1)CCCC3)Nc1ccccc1 | 0.8 | 6.3
COC(=O)c1cc2cc(Cl)ccc2nc1SC | -13.5 | 5.0
CCOC(=O)N1CCC(N(CCN(C)C)C(=S)Nc2cccc(C)c2)CC1 | -10.8 | 6.5
CC(Sc1nncn1C)C(=O)Nc1nnc(-c2ccccc2)s1 (configuration not stated) | -2.4 | 0.2
COc1cc(OC)c2ccc(=O)oc2c1C(CC(=O)N1CCN(c2ccccc2)CC1)c1ccc2c(c1)OCO2 (configuration not stated) | 5.9 | -10.6

Screens: PubChem, Sanford-Burnham Center for Chemical Genomics
